# Compound activity from PubChem BioAssay.
# EPAC2 antag – blocks human EPAC2 exchange factor | Q8WZA2 | EPAC2 GEF exchange of Rap1B-BODIPY-GDP, fluorescence | Potency, µM (highest dose often 114 µM), for inactives: at the top dose activity, negative = inhibition, actives largely listed as inhibitors | 360,000 tested, 0.18% active | AID 720708; note: % is set by controls: 0 for no effect and ±100 for the full control effect; nearly all actives have a fitted effect of over 45% in size; many of its hits are not listed in these tables
# EPAC1 antag – antagonists of human EPAC1; O95398; EPAC1 GEF assay, Rap1b-BODIPY-GDP exchange fluorescence; Potency, µM (top dose mostly 115 µM), inactives show at the highest dose activity change, negative = inhibition, hits mostly inhibitors; 360,000 tested, 0.14% active; AID 720709;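 note: plate controls were vehicle for no effect and positive control for full effect; nearly all actives have a fitted effect of over 50% in size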
# PTHR1 agonist – agonists of human PTHR1 parathyroid hormone receptor | Q03431 | HEK293 GP2 PTHR1 cells, GloSensor cAMP luminescence, 1 h | Potency, µM (doses to about 115 µM), inactives show top-dose activation, actives largely listed as activators | 410,000 tested, 0.075% active | AID 743266; note: nearly all actives have a fitted effect of over 55% in size; some results filed as inactive show a strong effect at the top dose; inactives centre near -15; many of its hits are not listed in these tables
# Target sequence (Q03431 whole entry, looked up): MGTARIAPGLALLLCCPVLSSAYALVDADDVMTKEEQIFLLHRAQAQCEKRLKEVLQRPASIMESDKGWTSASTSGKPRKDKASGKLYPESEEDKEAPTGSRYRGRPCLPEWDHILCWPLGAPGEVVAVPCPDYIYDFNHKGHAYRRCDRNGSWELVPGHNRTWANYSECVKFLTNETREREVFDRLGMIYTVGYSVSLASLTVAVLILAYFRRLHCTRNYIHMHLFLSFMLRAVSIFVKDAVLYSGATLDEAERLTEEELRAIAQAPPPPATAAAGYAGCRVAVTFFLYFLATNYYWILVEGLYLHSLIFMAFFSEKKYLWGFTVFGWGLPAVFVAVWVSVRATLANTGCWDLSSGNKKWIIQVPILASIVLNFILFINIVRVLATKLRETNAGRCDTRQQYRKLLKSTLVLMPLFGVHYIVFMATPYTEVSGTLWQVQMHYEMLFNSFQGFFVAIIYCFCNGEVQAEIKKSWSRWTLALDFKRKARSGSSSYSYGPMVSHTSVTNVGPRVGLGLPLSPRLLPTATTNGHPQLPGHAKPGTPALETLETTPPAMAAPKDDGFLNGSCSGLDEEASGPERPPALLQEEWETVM
#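 HEK-293-derived GP2 cells expressing PTHR1 and a GloSensor cAMP reporter, 3,000/well, plated overnight, given luciferin plus IBMX (each 0.5 mM as added) for 1 h at 37 °C, then compound for 1 h at 37 °C. Luminescence was read after 15 min at room temperature.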
# EPAC2 agonist – EPAC2 (human) agonism; AID 720711; Potency, µM (highest dose often 154 µM), without a hit: at the top dose activation, most hits filed as activators; EPAC2 activation, biochemical qHTS; response scale: 100% = 6.5 mM cAMP response; 360,000 tested, 0.079% active; Q8WZA2; note: nearly all actives have a fitted effect of over 50% in size
#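 qHTS, titration series. 100 nM EPAC2 / 250 nM Rap1B-BODIPY-GDP / 50 uM GDP; RT; ex 480/em 540 nm, 5-min reads to 30 min. Norm. to 6.5 mM cAMP = activation.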
# EPAC1 agonist – EPAC1 (human) agonism | Potency, µM (top dose mostly 154 µM), without a hit: at the top dose activation, usual class: activators | 360,000 tested, 0.073% active | O95398 | EPAC1 agonist qHTS, biochemical assay; response scale: 100% = response to 6.5 mM cAMP; note: nearly all actives have a fitted effect of over 60% in size
#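 Compounds were pinned as a concentration titration into mixtures of EPAC1 (100 nM), BODIPY-GDP-loaded Rap1B (250 nM) and GDP (50 uM). After 5 min at room temperature, fluorescence was followed for 30 min; activity was scaled to 6.5 mM cAMP.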
# aSyn rescue – alpha-synuclein toxicity inhibition in yeast. Yeast expressing alpha-synuclein, growth rescue, BacTiter-Glo, 24 h. Potency, µM (top dose mostly 46.1 µM), inactives show at the highest dose growth rescue (activation), hits mostly activators. 370,000 tested, 0.14% active. AID 652106; note: % of control where 0% means no effect; nearly all actives have a fitted effect of over 65% in size
#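 Galactose-induced alpha-syn yeast (OD600=0.02, raffinose-pregrown) + pinned cpd, 24 hr, 30 deg C; growth by BacTiter-Glo luminescence. Growth restoration scores as activation.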
# FUS suppressor – FUS proteinopathy suppression in yeast; Potency, µM (titrated, usually from 76.6 µM), inactives show at the highest dose growth rescue (activation), actives largely listed as activators; S. cerevisiae FUS-expressing, growth rescue, OD600, 24 h; 390,000 tested, 0.24% active; AID 1347120;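 note: plate controls were DMSO vehicle for no effect and reference control for full effect; nearly all actives have a fitted effect of over 55% in size; some results filed as inactive show a strong effect at the top dose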
#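 S. cerevisiae expressing FUS from galactose induction served as the toxicity model. Growth after 24hr at 30C, read as absorbance at 600 nm, indicates suppression of toxicity; compounds dosed at several concentrations.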
# TDP-43 yeast inh – TDP-43 toxicity inhibition in yeast | TDP-43 expressing yeast growth rescue, BacTiter-Glo, 24 h | Potency, µM (highest dose often 46.1 µM), for the others: at the top dose growth rescue (activation), hits mostly activators | 410,000 tested, 1.8% active | AID 652104; note: % of control where 0% means no effect; nearly all actives have a fitted effect of over 50% in size
#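 Cell-based yeast growth screen: TDP-43 expression induced in galactose, inoculum OD600=0.02 after raffinose pregrowth to mid-log. Read-out BacTiter-Glo luminescence at 24 hr, 30 deg C; inhibition of toxicity seen as signal increase.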
# * = called active by the depositor; i = inactive; ? = inconclusive; . = not tested or not shown; [ ] = another dose, or the depositor's remark. Calls come from the whole dose curve; as a rule, active = well fitted curve in the direction sought with a large enough effect; inconclusive = small, poorly fitted or top-dose-only effect, or another doubt; inactive = no such curve, though single readings can be large; an effect the other way counts as inactive or inconclusive. Potency is the fitted concentration of half-maximal effect.
canonical_smiles | EPAC2 agonist | EPAC2 antag | EPAC1 agonist | PTHR1 agonist | TDP-43 yeast inh | EPAC1 antag | aSyn rescue | FUS suppressor
COc1ccc(NC(=O)CN(C)C(=O)CN2C(=O)c3ccc([N+](=O)[O-])cc3C2=O)cc1 | 8% | 1% | 0% | -20% | 20% | 8% | -3% | .
N/C(=N\NC(=O)Nc1ccc(Cl)cc1)c1ccccn1 | 10% | -1% | 10% | -9% | 27% | -6% | -1% | 28%
O=C(Nc1ccc(C2SCCS2)cc1)c1ccccc1 | -1% | 8% | 4% | -15% | -11% | 13% | 2% | -7%
CSc1ccc(CN(C)C(=O)C(c2ccccc2)c2ccccc2)cc1 | 15% | ? | 6% | -10% | 4% | -8% | -11% | ?
CN(C)c1cccc(C(=O)OCCCC(=O)c2ccc(F)cc2)c1 | 11% | -6% | 3% | i | 18% | 10% | 11% | .
N/C(=N\OC(=O)CCCc1ccccc1)c1ccc(Br)cc1 | 2% | -5% | 12% | -6% | ? | 9% | -18% | 2%
O=C(COc1ccccc1)N1CCN=C1c1ccccc1 | 2% | 0% | -6% | -12% | -5% | -3% | -1% | 7%
Cc1ccc(S(=O)(=O)N2CCN(C(=O)N(C)C)CC2)cc1C | -7% | 10% | 13% | -31%[inhibitor][57.5 µM] | -24% | 8% | -6% | 40%
CN(C)S(=O)(=O)n1cnc2ccccc21 | 7% | 4% | -13% | i | 6% | -16% | 0% | 10%
Cn1cnnc1SCC(=O)N1N=C2/C(=C/c3ccco3)CCCC2C1c1ccco1 (configuration not stated) | 5% | 14% | -4% | -4%[57.5 µM] | -6% | 11% | -4% | 39%
Cc1ccc(S(=O)(=O)N2C[C@H]3C(=O)C[C@@H](c4ccccc4)N(S(=O)(=O)c4ccc(C)cc4)[C@H]3C[C@H]2c2ccc(Cl)cc2)cc1 | 12% | -2% | -8% | i | 0% | 14% | 0% | 19%
COC(=O)c1c(NC(=O)c2ccc(C)cc2)csc1C | 17% | -13% | -1% | -3% | -7% | -16% | 2% | -19%
CCc1cc(=O)oc2cc(C)cc(OCC(=O)NCc3ccncc3)c12 | 3% | 6% | -12% | -23% | -1% | -2% | 1% | -3%
CCOc1ccccc1NC(=O)NCc1ccccn1 | 10% | 0% | -10% | -57%[inhibitor] | 3% | 0% | -9% | -20%
CN(C)S(=O)(=O)c1ccc(C(=O)Nc2cc3c(cc2C(=O)O)OCCCO3)cc1 | 28% | -8% | -3% | -46%[inhibitor] | 13% | -13% | -6% | 15%
COc1ccc(C(=O)CSc2nnc(CNC(=O)c3ccc(OC)c(OC)c3)n2C)cc1 | 13% | 1% | 9% | -1%[57.5 µM] | -4% | 5% | -3% | 14%
O=C(N/N=C/c1ccccc1F)NC12CC3CC(CC(C3)C1)C2 | 2% | 0% | -3% | -12% | -3% | -3% | 4% | 11%
Cn1c(=O)cc(OCCCC(=O)NCc2cccnc2)c2ccccc21 | 17% | -8% | 4% | -44%[inhibitor] | -12% | 8% | 0% | 0%
CCCc1nnc(SCC(=O)NC2CC2)n1CC | 6% | -19% | -5% | ? | -10% | ? | -2% | 14%
Cn1cccc1C(=O)OCC(=O)NC1CCS(=O)(=O)C1 (configuration not stated) | 9% | -7% | 0% | -4% | 0% | -9% | -5% | 3%
COc1ccc(OC)c(C(=O)CSc2nnc(Cc3cccs3)n2CCc2ccccc2)c1 | 20% | -4% | 23% | -20% | 11% | -11% | 15% | 27%
NC1=NC(=Nc2ccc(S(N)(=O)=O)cc2)c2ccccc21 | 5% | -4% | 9% | -67%[inhibitor] | -16% | -9% | -2% | -16%
CC(=O)Nc1nc(-c2ccccc2)ns1 | 6% | -5% | 6% | -1%[57.5 µM] | 6% | -1% | -8% | 20%
Cc1ccnc(NC(=O)c2sc3ccccc3c2Cl)c1 | 5% | -6% | 0% | -5% | 3% | 1% | 0% | .
c1ccc2c(c1)nc(-c1ccncc1)n1nnnc21 | -4% | 4% | 4% | i | -1% | 5% | 0% | -1%
CCSc1nnc2c(n1)OC(CC)N(C(C)=O)c1ccccc1-2 (configuration not stated) | . | . | . | -3% | 5% | . | -2% | -18%
COc1ccc(CCN2C(=O)N(c3ccc(OC)cc3)C(=O)C2CC(=O)Nc2ccc(OC)cc2)cc1 (configuration not stated) | 1% | -4% | 0% | i | 15% | 0% | 4% | 14%
CCCc1cc(=O)n2nc(N3CCC(C(=O)NCc4ccco4)CC3)sc2n1 | 1% | 3% | -4% | i | 5% | 5% | 6% | -1%
CC1(C)CC(N2CCOCC2)=CC(=[N+]2CCOCC2)C1 | 7% | 11% | 2% | i | -8% | 6% | -8% | -5%
O=C(NCc1ccco1)C(c1ccncc1)N(CCC1=CCCCC1)C(=O)Cn1nnc2ccccc21 (configuration not stated) | -18% | 12% | -15% | -8% | 2% | 5% | 1% | -8%
Cc1cc(C)cc(CC2CC(=O)N(c3cc(C)ccc3C)C2=O)c1 (configuration not stated) | 2% | -4% | -2% | i | 12% | -14% | -1% | 19%
CCCn1c(N2CCN(CC(=O)c3c[nH]c4ccccc34)CC2)nc2c1c(=O)[nH]c(=O)n2C | 3% | -6% | -4% | i | 1% | 1% | 8% | 37%
CCC(=O)N1c2ccc(S(=O)(=O)N3CCOCC3)cc2CC1C (configuration not stated) | -1% | 20% | -4% | i | -19% | -4% | 1% | 6%
OCCC1CN(CC2CCCCC2)CCN1C1CCCC1 (configuration not stated) | -1% | -2% | 6% | ? | -12% | -5% | 0% | -11%
Cc1cc(NC(=O)CS(=O)(=O)c2ccc(Cl)cc2)no1 | 6% | 15% | -4% | i | 11% | -9% | 0% | -23%
COc1ccc(-c2ccc3c(c2)O/C(=C\c2ccsc2)C3=O)cn1 | ? | 21% | -9% | -36% | 3% | 4% | -2% | -8%
COC(=O)COc1ccc(NC(=O)C2CCCO2)cc1 (configuration not stated) | 5% | 14% | 3% | 24%[57.5 µM] | -22% | -8% | 2% | 16%
CCOC(=O)COc1ccc(Br)cc1/C=C/c1[nH]c(=O)[nH]c(=O)c1[N+](=O)[O-] | 2% | -5% | -5% | -19% | -22% | 32µM* | -7% | 41%
CC(=O)CC(=O)Nc1ccc(Cl)cn1 | 3% | -4% | 3% | -19% | 0% | 0% | 1% | -7%
CC(C)OCCCNc1ncnc2c1[nH]c1ccc(F)cc12 | -2%[15.6 µM] | -8% | -2% | -12%[57.5 µM] | 6% | 4% | -15% | -3%

# Profiles, quoted from the list. Screens in order: EPAC2 agonist | EPAC2 antag | EPAC1 agonist | PTHR1 agonist | TDP-43 yeast inh | EPAC1 antag | aSyn rescue | FUS suppressor
# `COC(=O)COc1ccc(NC(=O)C2CCCO2)cc1` (configuration not stated) reads 5% | 14% | 3% | 24%[57.5 µM] | -22% | -8% | 2% | 16%
# `CC(=O)CC(=O)Nc1ccc(Cl)cn1` reads 3% | -4% | 3% | -19% | 0% | 0% | 1% | -7%
# `Cc1cc(C)cc(CC2CC(=O)N(c3cc(C)ccc3C)C2=O)c1` (configuration not stated) reads 2% | -4% | -2% | i | 12% | -14% | -1% | 19%
# `CC(C)OCCCNc1ncnc2c1[nH]c1ccc(F)cc12` reads -2%[15.6 µM] | -8% | -2% | -12%[57.5 µM] | 6% | 4% | -15% | -3%

# Next entries:
canonical_smiles | EPAC2 agonist | EPAC2 antag | EPAC1 agonist | PTHR1 agonist | TDP-43 yeast inh | EPAC1 antag | aSyn rescue | FUS suppressor
O=C(CCNC(=O)c1ccco1)NC(Cc1c[nH]c2ccccc12)C(=O)O (configuration not stated) | 12% | 0% | 6% | -19% | -3% | ? | -5% | -18%
CC(C)=C1SC(N2CCOCC2)=NC1=O | -4% | -12% | 10% | -11%[57.5 µM] | -3% | 3% | -1% | -23%
CCOC(=O)c1[nH]c2ccc(OC)cc2c1NC(=O)CN1CCc2ccccc2C1 | 27% | -19% | 15% | -7% | 0% | -8% | 0% | 38%
CC(NC(=O)C1=CC=CN2CCS(=O)(=O)N=C12)c1ccc(Cl)cc1Cl (configuration not stated) | 12% | 8% | -8% | -2% | 15% | -4% | 2% | .
CC(=O)C1=C(O)C(=O)N(c2nccs2)C1c1ccc(Br)cc1 (configuration not stated) | -24% | 7% | -8% | -22%[57.5 µM] | 16% | 0% | -3% | -4%
CC1C(=O)N2CCCc3cc(S(=O)(=O)Nc4ccccc4F)cc1c32 (configuration not stated) | 6% | 8% | -2% | -2% | 8% | 4% | 7% | 5%
Cc1ccc(/C=N/NC(=O)CNC(=O)COc2ccccc2)cc1 | -5% | -2% | -1% | i | 13% | 1% | 4% | -4%
COc1ccc(/C(C)=N/NS(=O)(=O)c2cc(C)ccc2C)c(OC)c1 | 6% | -4% | -2% | i | 22% | -20% | -5% | -19%
O=C(NC1CCCC1)C(c1ccc(Cl)cc1)N(Cc1ccc(F)cc1)C(=O)CCl (configuration not stated) | -7% | 4% | -7% | -16% | ? | 6% | 1% | .
COc1ccccc1C(=O)NC1CC(C)(C)NC(C)(C)C1 | 3% | 13% | 1% | i | -4% | 7% | 7% | -18%
O=C(NCC1CCCO1)c1nn2cccnc2c1Cl (configuration not stated) | 12% | -3% | 8% | -4% | 1% | -9% | 2% | -33%
O=C(CCc1nc2ccccc2c(=O)[nH]1)NNC(=O)c1ccc(Cl)cc1 | 4% | -4% | -6% | -9% | 3% | 1% | -5% | -4%
Nc1nnc(SCC(=O)N2CCN(c3ccccc3)CC2)n1-c1ccccc1 | 3% | -4% | 9% | -3% | 22% | -1% | 0% | 28%
COc1ccccc1CNC(=O)Cn1c(=O)ccc2cc(S(=O)(=O)N3CCCC3)ccc21 | . | . | . | i | 6% | . | -5% | 7%
CSCCC(C(=O)Nc1c(C)cccc1C)n1c(-c2ccc(-c3ccccc3)cc2)nc2ccccc21 (configuration not stated) | -5% | -8% | 4% | i | 25% | -7% | 3% | -2%
CC(C)(CNc1ccc(S(=O)(=O)C(F)(F)F)cc1[N+](=O)[O-])N1CCOCC1 | -6% | -29% | -1% | -86%[inhibitor] | -12% | -14% | -11% | -12%
CCN(CC(=O)NCc1cccs1)C(=O)c1ccc(-c2ccc(F)cc2)o1 | 5% | 2% | -8% | -14% | 2% | -9% | 11% | 2%
O=C1c2ccccc2S(=O)(=O)N1Cc1nnc(-c2ccccc2Br)o1 | 18% | -26% | 0% | -13% | 16% | -1% | 29% | .
CCN1C(=NCc2ccco2)N[C@@H](c2cccc(C(F)(F)F)c2)C(C(=O)OC)=C1C | 6% | 11% | -28% | i | 13% | 13% | -1% | 23%
Cc1ccc(Cn2c(SCC(=O)NCc3ccco3)nc3ccsc3c2=O)cc1 | -4% | 4% | 3% | i | -15% | 12% | -19% | 32%
CCOC(=O)N1CCN(C(=O)C2CCN(S(=O)(=O)CC)CC2)CC1 | 5% | 12% | 2% | i | -1% | -1% | -3% | -14%

# This is a subset (hit frequency here may not be typical).
